Furin inhibitor: inhibitors of human furin. purified furin, fluorogenic substrate cleavage. inhibition, % at 30 µM. AID 463115. hit rate 0.061% among 220,000. P09958; in the data active = inhibition above about 25%; note: inactives centre near -15
PERK inhibitor: inhibitors of human PERK kinase; CHO PERK-DD fusion, SEAP luminescence translation reporter; inhibition, % at 5.6 µM; hit rate 0.17% among 220,000;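 active = inhibition above the mean inhibition of all tested compounds plus 3 SD, set separately per screening campaign, cut at about 2.9% in these data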;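 note: PERK kinase domain activated by AP20187 dimerizer at 100 nM; 0% = DMSO with dimerizer and 100% = rapamycin at 8.4 µM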
KLK5 inh: blocks human kallikrein 5 protease activity; AID 873; hit rate 0.59% among 210,000; Q9Y337; inhibition, % at 5 µM; recombinant hK5, fluorogenic AMC substrate cleavage;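 active = inhibition of 40% or more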;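 note: 0% = enzyme controls without compound and 100% = no-enzyme blanks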
Target sequence (Q9Y337 67-293 limits assumed): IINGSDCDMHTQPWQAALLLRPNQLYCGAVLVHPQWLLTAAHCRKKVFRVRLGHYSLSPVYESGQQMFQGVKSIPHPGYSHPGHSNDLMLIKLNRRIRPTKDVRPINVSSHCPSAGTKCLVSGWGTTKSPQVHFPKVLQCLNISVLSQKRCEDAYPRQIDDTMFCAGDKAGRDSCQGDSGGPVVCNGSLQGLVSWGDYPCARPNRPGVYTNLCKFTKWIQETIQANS
FXIa inh: factor XIa (human) inhibition; inhibition, % at 5 µM; hit rate 0.14% among 220,000; purified FXIa, Boc-Glu-Ala-Arg-AMC fluorogenic substrate; P03951; AID 798;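 active = inhibition of at least 40%; inactive = inhibition below 40%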;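 note: fluorescence of freed AMC excited at 355 nm; 0% = enzyme without compound and 100% = no enzyme blank; many of its hits are not listed in these tables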
Thrombin inh: blocks human thrombin protease activity. hit rate 0.26% among 220,000. alpha-thrombin, Boc-VPR-AMC fluorogenic substrate cleavage. AID 1046. P00734. inhibition, % at 5 µM;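 active = inhibition at or above 40%; inactive = inhibition below 40%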;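 note: 0% = enzyme with no compound and 100% = wells without enzyme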
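Test system: human alpha-thrombin; medium: pH 7.5 Tris-saline with Tween 20; times: reaction at room temperature; signal: AMC fluorescence at 355 nm excitation and 460 nm emission; also added: Boc-VPR-AMC substrate, 15 µM final; dosing: one concentration per compound, 5 µM, with 0.2% DMSO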
Wee1 stabilizer: human Wee1 degradation inhibition, primary screen; P30291; HeLa Luc-Wee1K328M stability, luciferase luminescence; 100% = proteasome inhibitor MG132 effect; reporter increase, % at 5 µM; hit rate 1.2% among 220,000; AID 1321;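 active = activation above the mean of all tested compounds plus 3 SD, set per screening run, cut at about 8.8% in these data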;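 note: cells exposed to compound for 20 h before luminescence read; 0% = DMSO alone and 100% = MG132 at 30 µM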
Cl transport mod: modulators of human KCC2 chloride dependent transport; Q9H2X9; KCC2 cells, thallium flux FluoZin-2 fluorescence; B-score of Tl+ flux slope (higher = more flux/activation; lower = inhibition) at 10 µM; hit rate 2.2% among 190,000;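 active = thallium flux slope and its plate-corrected score both differing from the plate sample mean at a set confidence after two filtering rounds, in either direction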;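 note: slope of fluorescence scaled to starting intensity during 10 to 20 s after thallium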
p97 ATPase inh: human p97 ATPase inhibition. recombinant p97 ATPase, Kinase-Glo ATP luminescence, 3 h. inhibition, % at 8 µM. hit rate 0.42% among 220,000. P55072; in the data active = inhibition above about 15%;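 note: 0% = DMSO vehicle and 100% = wells lacking enzyme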
Target sequence (P55072 whole entry, looked up): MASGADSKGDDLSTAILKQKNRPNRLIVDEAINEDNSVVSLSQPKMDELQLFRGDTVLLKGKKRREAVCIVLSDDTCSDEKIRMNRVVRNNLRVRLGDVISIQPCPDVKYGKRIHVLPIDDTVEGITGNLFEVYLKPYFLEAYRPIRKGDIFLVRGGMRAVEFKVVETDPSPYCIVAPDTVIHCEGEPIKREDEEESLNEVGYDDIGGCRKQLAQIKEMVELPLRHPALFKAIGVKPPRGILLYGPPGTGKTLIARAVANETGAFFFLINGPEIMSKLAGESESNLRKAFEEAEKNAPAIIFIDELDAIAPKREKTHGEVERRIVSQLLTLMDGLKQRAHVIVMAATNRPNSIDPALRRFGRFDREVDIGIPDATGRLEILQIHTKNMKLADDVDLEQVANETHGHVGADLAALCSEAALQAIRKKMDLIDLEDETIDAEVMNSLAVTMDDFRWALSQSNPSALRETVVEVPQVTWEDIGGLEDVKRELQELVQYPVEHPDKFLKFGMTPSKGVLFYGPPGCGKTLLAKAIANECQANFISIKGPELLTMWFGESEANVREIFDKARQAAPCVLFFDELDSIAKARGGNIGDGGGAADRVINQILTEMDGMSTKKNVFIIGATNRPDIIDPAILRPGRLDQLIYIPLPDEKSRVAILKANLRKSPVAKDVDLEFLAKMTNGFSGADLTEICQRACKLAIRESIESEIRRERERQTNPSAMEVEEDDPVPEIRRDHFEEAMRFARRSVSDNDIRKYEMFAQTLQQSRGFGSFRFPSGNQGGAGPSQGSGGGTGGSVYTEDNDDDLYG
FXIIa inh 1536: blocks human coagulation factor XIIa protease activity; P00748; purified FXIIa, Boc-QGR-AMC fluorogenic substrate, 2 h; inhibition, % at 5 µM; hit rate 0.3% among 220,000; in the data active = inhibition above about 40%;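 note: 0% = enzyme with no compound and 100% = blank without enzyme; many of its hits are not listed in these tables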
* hit, by the source's call; · = no result given; [ ] = another dose, or the depositor's remark.

SMILES	Furin inhibitor	PERK inhibitor	KLK5 inh	FXIa inh	Thrombin inh	Wee1 stabilizer	Cl transport mod	p97 ATPase inh	FXIIa inh 1536
CC(=O)Nc1ccc(N=Nc2ccc(O)cc2)cc1	4	0.2	-17	-1	-7	3	-0.15	4	3
COC(=O)Nc1sc2nc(C)cc(C)c2c1-n1cccc1	-11[20 µM]	-0.1	-6	3	-8	-1	·	6	12
N#CCCN(C(=O)Nc1ccccc1)c1ccccc1	-18[20 µM]	0.8	2	-3	4	-2	-0.0062	4	-2
CC(=O)Nc1ccc(-c2nnc(SCC(=O)c3ccc4c(c3)Cc3ccccc3-4)n2C)cc1	-12[20 µM]	-1.6	1	-6	-5	-2	-1.7	-4	7
N#C/C(C(=O)NCc1ccccc1)=C1/N=C(NC(=O)c2cccs2)c2ccccc21	-10	0.4	-13	8	1	0	0.01	5	14
CN(C)S(=O)(=O)c1ccc(NC=C(C#N)C#N)cc1	-8	1.9	4	1	-4	-2	0.56	5	9
O=C(Nc1ccc2oc(-c3cccc4ccccc34)nc2c1)c1ncn[nH]1	-16[20 µM]	0.9	-93	-1	-7	1	-1.3	5	2
Cc1nn(-c2ccc(Cl)cc2)c2sc(C(=O)c3c(N)n(C)c(=O)n(C)c3=O)cc12	-5[20 µM]	1.6	-9	2	-1	-2	-2.5	4	17
O=Cc1cn(-c2ccccc2)nc1-c1ccncc1	-31	-0.7	0	-2	-1	-1	0.38	-1	·
O=C(NCc1ccc(Cl)cc1)c1ccc(Cl)cc1[N+](=O)[O-]	-6[20 µM]	0.7	-12	6	5	-2	0.45	1	24
CCOC(=O)c1c(NC(=O)CSc2ncnc3[nH]ncc23)sc2c1CCC(C)C2 (stereo unspecified)	-28	0.6	-3	-5	10	-1	-0.39	4	6
COc1ccc(NC(=S)N(Cc2ccc(C)cc2)Cc2ccccn2)cc1	-14	0.1	-7	4	-9	-3	-0.11	-1	11
CC(=O)c1c(C)nc(-c2ccc3c(c2)OCO3)n1O	-13	-0.2	-5	-4	-3	2	-0.73	-1	2
Clc1ccc(-c2cc(COc3ccccc3)no2)cc1Cl	-9[20 µM]	1.8	-4	9	2	3	1.5	1	21
Cc1nnc(CN(C)Cc2cn[nH]c2-c2ccc(-c3ccccc3)cc2)o1	-21	1.0	-1	2	4	11*	·	3	12
CCOC(=O)C1CCN(c2ccc(C(=O)O)cc2[N+](=O)[O-])CC1	-12	0.8	-7	2	-6	3	-0.037	0	10
CCOc1ccc(N2C(=O)CS/C2=C(\C(Cl)=C(Cl)Cl)[N+](=O)[O-])cc1	-14[20 µM]	-0.3	-16	20	-1	0	-1.8	-2	28
Cc1cc(C)c(S(=O)(=O)c2ccccc2C)c(OCC(C)(C)C)n1	-5[20 µM]	0.5	-11	-7	-7	-1	·	-5	1
O=C(c1cccc(F)c1)N1CCCC(C(=O)N2CCN(c3ccccc3)CC2)C1 (stereo unspecified)	-13	-0.8	-2	-1	-2	1	-0.36	5	3
CCC(c1nnc(SCC(=O)Nc2ccc(C(=O)Nc3ccccc3OC)cc2)o1)N(C)C (stereo unspecified)	-21[20 µM]	0.0	-1	-6	-9	3	·	4	-6
O=S(=O)(N/N=C\c1cn(-c2ccccc2)nc1-c1ccccc1)c1ccccc1	-15[20 µM]	-0.9	-2	-5	-2	2	-0.072	0	4
O=C(NCCn1cc(SCc2ccc(F)cc2)c2ccccc21)c1ccccc1F	-6	0.0	-4	7	2	4	0.09	0	12
O=C(Nc1ccccc1Cl)Oc1ccc(-c2ccccc2)cc1	-19	0.8	-1	0	1	2	-0.94	2	15
Cc1c(Br)c([N+](=O)[O-])nn1C(C)C(=O)NCC1CCCO1 (stereo unspecified)	-19	-0.6	2	-8	-2	-3	0.078	0	2
CCOC(=O)c1[nH]ncc1CN1CCCC(C(=O)c2ccc(C(C)(C)C)cc2)C1 (stereo unspecified)	-13	-0.2	4	0	-1	-3	-1.9	-1	10
CS(=O)(=O)N(CC(=O)NCCSCc1c(F)cccc1Cl)c1cccc([N+](=O)[O-])c1	0	-0.5	8	3	·	-3	-2.6	-5	12
O=c1[nH]c(Nc2ccccc2)cc2ccccc12	-23	0.7	-3	4	2	-1	·	8	16
O=C(O)c1oc2ccccc2c1-n1cccc1	-19[20 µM]	-0.9	-1	1	0	-2	-1.3	1	-2
Cc1cc(C(=O)N(NC(=O)C(C)C)c2ccccc2)cs1	-17	-0.6	-4	-3	-9	-1	0.13	0	1
Cc1ccc(S(=O)(=O)Oc2ccc(/C=C(/NC(=O)c3ccccc3)C(=O)NCCCC(=O)O)cc2)cc1	-20	0.6	-2	-1	-5	-2	-0.018	4	7
O=C1C2C3C=CC(C3)C2C(=O)N1CCN1CCN(S(=O)(=O)c2ccc3ccccc3c2)CC1 (stereo unspecified)	-8[20 µM]	-1.4	-9	-8	-9	3	-0.019	-6	0
CCOC(=O)c1cc(-c2ccccc2)sc1NC(=O)C(C)Sc1nnnn1C (stereo unspecified)	-7	-0.6	3	1	-1	-2	-0.58	0	0
COc1ccccc1-c1cc(C(F)(F)F)nc(S(=O)(=O)CCCC(=O)N2CCCCC2C)n1 (stereo unspecified)	-17	0.8	-28	5	3	2	·	4	16
O=C(COC(=O)/C=C/c1cccc(Cl)c1)Nc1ccccc1-c1ccccc1	-14	1.3	-9	15	-2	-1	-0.3	0	7
Cc1[nH]c2ccccc2c1C(c1ccncc1)N1CCN(c2ccccn2)CC1 (stereo unspecified)	-30	0.2	-4	-2	-5	0	0.41	3	·
Nc1ccccc1C(=O)NCCN1CCNC1=O	-26	-0.1	3	4	0	-1	0.4	6	6
CC(C)N=C(NS(=O)(=O)c1ccc(Br)cc1)c1ccc(Cl)cc1	-17	0.6	·	-3	-5	2	0.47	-4	0
COCCCNC(=O)Cc1ccccc1OC	-24[20 µM]	0.6	-28	3	2	2	-0.43	2	4
CCN(CC(=O)NCc1cccs1)c1nnnn1-c1ccccc1	-25	1.6	0	-9	-8	-2	·	6	-1
CC(=O)C1C(c2ccc(Cl)cc2)NC(=O)NC1(O)C(F)(F)F (stereo unspecified)	-17	-0.7	-10	-10	-10	-2	0.6	-7	1

Individual results from the entries so far:
CS(=O)(=O)N(CC(=O)NCCSCc1c(F)cccc1Cl)c1cccc([N+](=O)[O-])c1 in Wee1 stabilizer reads -3
O=S(=O)(N/N=C\c1cn(-c2ccccc2)nc1-c1ccccc1)c1ccccc1 in Wee1 stabilizer reads 2

The results go on:
SMILES	Furin inhibitor	PERK inhibitor	KLK5 inh	FXIa inh	Thrombin inh	Wee1 stabilizer	Cl transport mod	p97 ATPase inh	FXIIa inh 1536
Cc1occc1C(=O)NNC(=O)c1ccccc1F	-23	0.1	1	2	-2	1	-1	4	6
CC(C)(C)c1nc2c(Br)cc(Br)cc2c(=O)o1	-8	-0.5	-5	-7	-1	-2	-0.026	-2	0
Cc1ccn2c(/C=N/OCc3ccc(F)cc3)c(-c3ccc(Cl)cc3)nc2c1	-13	0.6	1	0	-2	4	·	-3	7
CCOc1cc(C)c(Cl)cc1S(=O)(=O)NCC1CCCO1 (stereo unspecified)	-16[20 µM]	1.5	-10	-2	3	1	-0.07	-1	19
CCCCC(C)n1[nH]c(=O)c2c(C)cc(C)nc21 (stereo unspecified)	-15	2.2	-1	1	-1	2	·	3	5
CCOC(=O)CN1CC23C=CC(O2)C(C(=O)Nc2ccc(F)cc2)C3C1=O (stereo unspecified)	-8[20 µM]	-1.3	-28	9	0	-2	0.81	-2	11
COc1cc(C(Nc2ccccn2)c2c(NC(=O)c3ccco3)sc(C)c2C)cc(OC)c1OC (stereo unspecified)	-10	-0.5	-23	-6	-16	-4	0.26	-5	1
C=CCN1C(=O)CSC1=Nc1ccc(O)cc1	0[20 µM]	0.2	19	-1	9	-4	·	-4	29
O=C(CSc1nnnn1-c1ccc(O)cc1)c1ccc(F)cc1	-23	-0.2	0	-1	-1	-4	-0.12	8	8
COc1ccccc1NC(=O)c1ccc(NC(=O)COC(=O)CCC2CCCC2)cc1	-16	0.5	-6	-7	-6	-1	-0.032	0	-3
Cc1ccccc1NC(=O)CCC(=O)OCC(=O)c1ccc(-c2ccccc2)cc1	-10[20 µM]	1.9	-11	0	-5	-2	-0.043	9	19
FC(F)(F)C1=CC(c2ccc(Br)cc2)=NCCN1	-5[20 µM]	0.1	4	2	-7	2	-0.71	-6	-8
Cc1nnc(SCC(=O)Nc2sccc2C(N)=O)n1Cc1ccccc1	-15	-0.3	3	-5	2	0	·	2	-3
N#C/C(=C\c1cccc([N+](=O)[O-])c1)c1ccccn1	-30	0.9	2	-1	0	2	0.054	5	9
O=C1CSC(c2ccccn2)N1c1ccccc1 (stereo unspecified)	-9	0.8	-1	5	1	3	-3.1	5	6
Cc1ccc2c(CN3CCC(C)CC3)cc(=O)oc2c1	-6[20 µM]	-1.5	1	2	1	-1	·	-5	-8
CCOc1ccc(NN=C(C(=O)OC)C(=O)OC)c([N+](=O)[O-])c1	-5	1.0	-6	-8	1	2	0.83	2	6
N#Cc1c(NC(=O)CSc2nnc(-c3ccccc3)o2)sc2c1CCCC2	-9[20 µM]	0.1	-12	2	-9	2	-0.1	2	16
Cc1nn(-c2ccc(F)cc2)c(Cl)c1/C=C/C(=O)OCC(=O)Nc1c(F)c(F)c(F)c(F)c1F	-10	0.6	-12	-3	-8	1	-0.2	3	6
Cc1ccc(N2CC(C(=O)Nc3nnc(C(C)C)s3)CC2=O)cc1 (stereo unspecified)	-22	0.5	-21	-4	-5	0	·	-4	6

Full records, looked up by structure. Order of screens: Furin inhibitor | PERK inhibitor | KLK5 inh | FXIa inh | Thrombin inh | Wee1 stabilizer | Cl transport mod | p97 ATPase inh | FXIIa inh 1536
`CCOc1cc(C)c(Cl)cc1S(=O)(=O)NCC1CCCO1` (stereo unspecified) as listed: -16[20 µM] | 1.5 | -10 | -2 | 3 | 1 | -0.07 | -1 | 19
`FC(F)(F)C1=CC(c2ccc(Br)cc2)=NCCN1` as listed: -5[20 µM] | 0.1 | 4 | 2 | -7 | 2 | -0.71 | -6 | -8
`C=CCN1C(=O)CSC1=Nc1ccc(O)cc1` as listed: 0[20 µM] | 0.2 | 19 | -1 | 9 | -4 | · | -4 | 29

The listing continues:
SMILES	Furin inhibitor	PERK inhibitor	KLK5 inh	FXIa inh	Thrombin inh	Wee1 stabilizer	Cl transport mod	p97 ATPase inh	FXIIa inh 1536
C=CCn1c(SC(CCO)C(=O)NCc2ccco2)nc2sc3c(c2c1=O)CCC3 (stereo unspecified)	-2	-1.1	-15	4	6	0	2.3	-4	18
O=S(=O)(NC1=NCCCCC1)c1ccccc1Cl	-24	0.9	5	4	5	0	0.39	9	12
Oc1ccccc1CNc1cccc2cccnc12	-26	1.4	·	6	1	-1	·	-2	9
CC1CN(C(=O)c2cccc(S(=O)(=O)Nc3ccc(Cl)cc3)c2)CC(C)O1 (stereo unspecified)	-20	0.1	-5	-5	-8	0	0.4	2	-1
O=C(O)COc1ccccc1/C=N/NC(=O)CN1CCN(Cc2ccc(Cl)cc2)CC1	-16	-0.1	0	0	1	25*	-0.65	6	6
O=c1cc(-c2ccccc2)nc(N2CCCCC2)[nH]1	-10	2.3	-16	8	5	1	-0.25	6	17
S=C(NC1CCCC1)N1CCN(c2cccc(Cl)c2)CC1	-31	2.2	·	0	-1	2	-0.0089	0	9
CCCNS(=O)(=O)/C=C/c1ccccc1	-26	1.1	2	5	·	-2	-0.014	9	14
CC(C)Oc1ccccc1/C=N/NC(=O)c1ccc(F)cc1	-11	1.4	-9	7	-1	5	-0.32	8	13
C=CCn1c(-c2ccc(C)cc2)nc2ccccc21	-12[20 µM]	0.0	3	2	-2	0	·	-5	17
Cc1cc(OCC(=O)NC2CCCCC2)ccc1Cl	-22	0.2	-8	-8	-13	5	-0.089	-7	-3

Screens deposited in PubChem by several laboratories.
